GLP1R ag: agonists of human GLP-1 receptor | AID 624172 | hit rate 0.007% among 380,000 | HEK293 GLP-1R CRE-luciferase, luminescence, 4-6 h; cells express a hypersensitive GLP-1R form | Potency, µM (series often up to 45.6 µM), inactives show at the top dose activation, most hits filed as activators; further: % of control where 0% means no effect
Target sequence (P43220 whole entry, looked up): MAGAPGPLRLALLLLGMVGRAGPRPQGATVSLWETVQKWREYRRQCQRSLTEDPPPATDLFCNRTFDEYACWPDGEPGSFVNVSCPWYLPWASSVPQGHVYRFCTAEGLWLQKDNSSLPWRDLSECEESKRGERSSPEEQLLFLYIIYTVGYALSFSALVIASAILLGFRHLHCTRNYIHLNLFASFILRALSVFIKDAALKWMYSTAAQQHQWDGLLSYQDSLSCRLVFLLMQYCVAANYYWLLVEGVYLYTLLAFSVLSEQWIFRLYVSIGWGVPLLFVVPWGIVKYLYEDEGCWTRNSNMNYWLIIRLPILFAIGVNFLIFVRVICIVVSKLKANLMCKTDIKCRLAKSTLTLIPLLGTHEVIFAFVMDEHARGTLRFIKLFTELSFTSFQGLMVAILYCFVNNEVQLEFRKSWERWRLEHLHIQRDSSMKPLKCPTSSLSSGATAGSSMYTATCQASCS
SW480 rereplic: DNA re-replication induction in SW480 cells; SW480 DNA re-replication, Hoechst DNA content imaging, 48 h; Potency, µM (top dose mostly 46.1 µM), for inactives: top-dose re-replication activation, usual class: activators; hit rate 1.8% among 340,000; further: % of control where 0% means no effect; nearly all actives have a fitted effect of over 55% in size
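Per well, 250 cells were exposed to pinned compound for 48 hr. Nuclear DNA was visualised with Hoechst (40 min, 37 C) and total object intensity recorded by fluorescence scanning.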
HT1080 IDH1KD tx: kills HT-1080 cells with IDH1 knockdown; HT-1080 IDH1 knockdown viability, ATP luminescence, 48 h; Potency, µM (top dose mostly 46.1 µM), without a hit: top-dose activity, negative = toxicity, usual class: cytotoxic; hit rate 2% among 360,000; AID 686971;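 further: 0% = DMSO wells and -100% = cell-free medium wells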
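HT-1080-IDH1KD cells (IDH1 knocked down), 750/well in RPMI with 5% FBS, treated with compound 48 h at 37 degrees C. Viability by CellTiter-Glo luminescence, normalised to DMSO and no-cell wells; concentration-response curves classed.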
HT1080NT lethal: kills 2HG-producing HT-1080-NT fibrosarcoma cells; HT-1080-NT fibrosarcoma viability, CellTiter-Glo ATP luminescence, 48 h; Potency, µM (series often up to 46.1 µM), for the others: at the highest dose activity, negative = less viability, actives largely listed as cytotoxic; hit rate 1.6% among 360,000;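 further: NT is the 2HG producing partner of a matched IDH1 knockdown line; 0% = DMSO-treated cells and -100% = media-only wells without cells; nearly all actives have a fitted effect of over 55% in size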
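Toxicity toward the 2HG-producing NT line was scored as %Activity, normalised to DMSO and no-cell wells, from CellTiter-Glo luminescence after 48 hours' treatment.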
GLP-1R inv ag: inverse agonists of human GLP-1 receptor; HEK293 GLP-1R CRE-luciferase, luminescence, 24 h; GLP-1R form is constitutively active; Potency, µM (doses to about 38.3 µM), without a hit: top-dose activity change, negative = inhibition, hits mostly inhibitors; hit rate 1.6% among 410,000; further: on the % scale 0 is the no-effect control and ±100 the full control effect; nearly all actives have a fitted effect of over 55% in size
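Constitutively active GLP-1R drives a cAMP-responsive luciferase in stably transfected HEK293 cells; test compounds are added after overnight (12 h) attachment and left 24 hr, and signal loss in luminescence marks inhibition.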
TDP43 rescue: inhibitors of TDP-43 toxicity in yeast; Potency, µM (highest dose often 46.1 µM), inactives show at the top dose growth rescue (activation), most hits filed as activators; TDP-43 expressing yeast growth rescue, BacTiter-Glo, 24 h; hit rate 1.8% among 410,000; further: % of control where 0% means no effect; nearly all actives have a fitted effect of over 50% in size
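Yeast expressing TDP-43 (pregrown in raffinose, seeded at OD600=0.02 in galactose medium) exposed to compounds 24 hr at 30 deg C. Growth read by BacTiter-Glo luminescence; rescue of toxicity appears as increased signal.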
HEK293 tox: cytotoxicity in counter-screen for GLP-1R inverse agonists; Potency, µM (highest dose often 38.3 µM), without a hit: at the top dose activity change, negative = inhibition, most hits filed as inhibitors; hit rate 0.13% among 410,000; HEK293 cAMP-luciferase reporter cells, luminescence, 24 h;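 further: loss of luciferase light is scored as toxicity; on the % scale 0 is the no-effect control and ±100 the full control effect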
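Quantitative HTS format, 1536 wells, 200 cells/uL seeded. Compounds: 23 nL, 24 h, 37 °C. Detection: luciferase reagent, luminescence at 12 min RT; decreased signal taken as cytotoxic.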
KB-V1 cytotox: kills drug-selected multidrug resistant KB-V1 cells; KB-V1 MDR cells viability, CellTiter-Glo, 72 h; Potency, µM (doses to about 46.1 µM), for inactives: top-dose activity change, negative = cytotoxicity, most hits filed as cytotoxic; hit rate 3.4% among 400,000; AID 1347076; further: on the % scale 0 is the no-effect control and ±100 the full control effect; nearly all actives have a fitted effect of over 60% in size
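KB-V1 MDR subline cells in DMEM (phenol-red free, 10% FBS) exposed to compounds in qHTS concentration series for 72 h at 37 degrees C. Viability read by CellTiter-Glo luminescence; concentration-effect curves fitted after normalization and correction.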
KB-3-1 tox: kills parental KB-3-1 adenocarcinoma cells | KB-3-1 viability, CellTiter-Glo ATP luminescence, 72 h | Potency, µM (series often up to 46.1 µM), inactives show top-dose activity change, negative = cytotoxic, usual class: cytotoxic | hit rate 1.4% among 400,000 | AID 1347075; further: on the % scale 0 is the no-effect control and ±100 the full control effect; nearly all actives have a fitted effect of over 60% in size
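72 h, 37 °C compound treatment of KB-3-1 parental cells; CellTiter-Glo added, 10 min, luminescence read. Data corrected against DMSO-only plates and normalized before curve fitting.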
The depositor's hits bear a star; ? = inconclusive; . = no result given; & = joins results of further samples; [ ] = another dose, or the depositor's remark. The call rests on the fitted dose curve; in most records, active means well fitted curve in the direction sought with a large enough effect; inconclusive means small, poorly fitted or top-dose-only effect, or another doubt; inactive means no such curve, though single readings can be large; an effect the other way counts as inactive or inconclusive. Potency means the concentration at half of the fitted maximal effect.

SMILES	GLP1R ag	SW480 rereplic	HT1080 IDH1KD tx	HT1080NT lethal	GLP-1R inv ag	TDP43 rescue	HEK293 tox	KB-V1 cytotox	KB-3-1 tox
CCN(c1ccccc1C)S(=O)(=O)c1nnc(NC(=O)c2ccco2)s1	-4.1%	?	?	-16.9%	?	-21.5%&0.0%	0.8%&4.4%	6.1%	-1.7%
COc1ccc(C(=O)OCC(=O)NC2CCCC2)c(OC)c1	-4.0%	0.4%	-2.5%	12.5%	7.3%	17.1%	-26.0%	-16.0%	-6.7%
COCCN1CCn2c(nc3cc(NC(=O)Cn4nc(C)c5ccccc5c4=O)ccc32)C1	?	-3.2%	-1.6%	11.3%	4.8%	-7.5%	-21.4%	?	22.1%
COc1ccc(NC(=S)NCCc2ccc(S(N)(=O)=O)cc2)c(OC)c1	0.1%	-1.5%	5.8%	-0.2%	-1.9%	-17.6%	0.0%	6.7%	4.3%
COc1ccc(-c2csc(C(O)c3ccc(F)cc3)n2)cc1OC (stereo not given)	26.8%	.	1.0%	-15.8%	26.5%	22.4µM*	4.0%	-24.3%	-0.1%
CNc1nn(-c2cccc(Cl)c2)nc1N	11.5%	-2.1%	-12.4%	-12.7%	?	?	-18.9%	-6.7%	2.3%
CC1CCN(C(=O)CNC(=O)CNS(=O)(=O)c2ccccc2)CC1	-5.2%	3.9%	-1.0%	-1.1%	20.5%	-1.9%	-34.3%	0.0%	4.7%
Cc1cccc(-n2c(CNC(=O)Cc3ccccc3)n[nH]c2=S)c1	0.5%	-1.6%	-5.8%	0.1%	8.3%	7.0%	-3.9%	1.7%	12.7%
CCNc1nc2[nH]c(=O)c3c(c2s1)OC(N)=C(C#N)C3c1ccc(C)cc1 (stereo not given)	-0.8%	-7.2%	-0.2%	-1.3%	39.1%[activator]	14.7%	-3.1%	?	15.0%
Nc1nc(COc2ccccc2)cs1	-11.9%	-2.1%	12.8%	-0.2%	5.6%	-26.4%	7.1%	4.2%	-14.2%
CCOC(=O)c1ccc2c(c1)N(C)C(=O)c1ccccc1S2	-1.4%	-20.0%	8.2%	4.8%	4.0%	10.5%	3.3%	-16.5%	?
COC(=O)c1ccccc1Sc1snnc1C	11.0%	-3.4%	18.7%	19.7%	22.4%[7.66 µM]	17.9%[9.22 µM]	11.2%[7.66 µM]	-7.7%	-5.7%
COCCn1c(SCC(=O)Nc2ccc(OC)c(S(N)(=O)=O)c2)nc2ccccc21	14.0%	-11.3%	-2.7%	6.8%	32.4%[activator]	0.7%	-4.2%	0.0%	?
COc1ccccc1N1CCN(C(=O)/C=C/c2cccc([N+](=O)[O-])c2)CC1	12.8%	-90.6%[inhibitor]	-21.0%	-1.8%	14.4%	16.3%	4.0%	-29.4%	7.6%
CCOC(=O)C1CCCN(C(=O)c2ccc3c(=O)n(CCOC)c(=S)[nH]c3c2)C1 (stereo not given)	5.0%	0.0%	-6.5%	-10.0%	0.0%	-11.1%	-40.0%	23.1µM*	2.0%
CCOC(=O)C1=C(N)Oc2c(c(=O)[nH]c3ccccc23)C1c1ccccc1 (stereo not given)	-11.7%	5.3%	-26.9%	?	0.0%	-25.1%	-0.8%	?	-30.0%
CC(C)(C)n1c(O)c2ccc(C(=O)N=NC(=O)c3ccccc3)cc2c1O	-34.4%[inhibitor]	-4.2%	-0.6%	2.5%	20.0%	-18.1%	13.6%	?	?
O=C(CC1NC2CCCCC2NC1=O)Nc1ccc2c(c1)OCO2 (stereo not given)	-9.5%	-7.8%	11.8%	1.0%	-4.8%	-11.6%	-1.0%	-7.1%	4.2%
O=c1[nH]c(=S)[nH]c2c1C(c1ccc(Cl)cc1)OC(CCc1ccccc1)C2 (stereo not given)	1.7%	.	0.6%	6.7%	4.1%	12.2%	4.4%	14.4%	0.0%
O=c1[nH]n(-c2ccc(F)cc2)c2ncccc12	4.3%	-5.0%	-5.0%	-9.5%	-1.4%	7.0%	-13.1%	0.3%	?
CCN(C[C@H]1N[C@@](Cc2ccccc2)(C(=O)OC)[C@H]2C(=O)N(Cc3ccccc3)C(=O)[C@@H]12)C(=O)C1CCCCC1	-1.6%	?	-0.2%	0.3%	-12.7%	-11.2%	-2.8%	-14.8%	-1.8%
CCOc1cc(CNCc2ccncc2)cc(Br)c1OCc1ccc(F)cc1	10.5%	16.4%	11.2µM*	?	10µM*	-28.6%	-13.2%	?	-23.4%
Cc1cccc(C)c1NC(=O)CS(=O)CC(=O)NCCCc1ccccc1 (stereo not given)	-2.0%	-19.3%	4.9%	1.3%	-18.8%	-4.0%	-19.5%	1.9%	-5.6%
Cc1ccsc1/C=N/Nc1cccc(C(=O)O)c1	-9.2%	-1.6%	0.2%	-12.5%	4.47µM*	-10.7%[0.397 µM]	-3.5%	0.0%	11.3%
O=C(COC(=O)Cc1cccs1)NCc1ccc(F)cc1	0.4%	-1.3%	7.3%	1.5%	15.4%	?	2.6%	0.2%	0.0%

Reprinted at random: six records from the list.
SMILES	GLP1R ag	SW480 rereplic	HT1080 IDH1KD tx	HT1080NT lethal	GLP-1R inv ag	TDP43 rescue	HEK293 tox	KB-V1 cytotox	KB-3-1 tox
CCOc1cc(CNCc2ccncc2)cc(Br)c1OCc1ccc(F)cc1	10.5%	16.4%	11.2µM*	?	10µM*	-28.6%	-13.2%	?	-23.4%
O=C(CC1NC2CCCCC2NC1=O)Nc1ccc2c(c1)OCO2 (stereo not given)	-9.5%	-7.8%	11.8%	1.0%	-4.8%	-11.6%	-1.0%	-7.1%	4.2%
CCOC(=O)C1=C(N)Oc2c(c(=O)[nH]c3ccccc23)C1c1ccccc1 (stereo not given)	-11.7%	5.3%	-26.9%	?	0.0%	-25.1%	-0.8%	?	-30.0%
O=c1[nH]n(-c2ccc(F)cc2)c2ncccc12	4.3%	-5.0%	-5.0%	-9.5%	-1.4%	7.0%	-13.1%	0.3%	?
Nc1nc(COc2ccccc2)cs1	-11.9%	-2.1%	12.8%	-0.2%	5.6%	-26.4%	7.1%	4.2%	-14.2%
O=C(COC(=O)Cc1cccs1)NCc1ccc(F)cc1	0.4%	-1.3%	7.3%	1.5%	15.4%	?	2.6%	0.2%	0.0%

Full records, looked up by structure. Order of values: GLP1R ag | SW480 rereplic | HT1080 IDH1KD tx | HT1080NT lethal | GLP-1R inv ag | TDP43 rescue | HEK293 tox | KB-V1 cytotox | KB-3-1 tox
COc1ccccc1N1CCN(C(=O)/C=C/c2cccc([N+](=O)[O-])c2)CC1 reads 12.8% | -90.6%[inhibitor] | -21.0% | -1.8% | 14.4% | 16.3% | 4.0% | -29.4% | 7.6%
CCN(c1ccccc1C)S(=O)(=O)c1nnc(NC(=O)c2ccco2)s1 reads -4.1% | ? | ? | -16.9% | ? | -21.5%&0.0% | 0.8%&4.4% | 6.1% | -1.7%

Next part
SMILES	GLP1R ag	SW480 rereplic	HT1080 IDH1KD tx	HT1080NT lethal	GLP-1R inv ag	TDP43 rescue	HEK293 tox	KB-V1 cytotox	KB-3-1 tox
CCOc1ccccc1NC(=O)CSc1nc2ccccc2nc1N1CCCC1	-1.1%	?	-1.7%	-2.6%	?	28.8%	2.7%	-14.1%	-23.1%
COc1ccc(CNc2cc(C)ccn2)c(O)c1	14.8%	-7.0%	21.4%	16.3%	-5.8%	-19.5%	3.1%	17.7%	1.2%
Cc1ccc(C(=O)/C=C\Nc2ccc(C)c(C)c2)cc1	0.7%	-5.0%	16.4%	11.7%	9.7%	7.4%	-9.2%	-4.2%	-2.9%
O=C(NCCc1ccccc1)c1noc2c1CCCCC2	9.4%	-6.2%	?	-13.7%	-19.1%	8.3%	-9.5%	-11.4%	10.7%
Cn1c(-c2ccncc2)nc2ccccc21	9.3%	-5.0%	1.5%	3.4%	13.9%	0.6%	1.8%	6.3%	2.3%
CC(=O)c1cc(F)c(N2CCOCC2)cc1C	-6.1%	-4.6%	13.5%	0.7%	22.7%	-13.9%	18.4%	?	9.6%
CCc1ccc(-c2cn3nc(C)c(C)nc3n2)cc1	-25.4%	15.9%	2.1%	-0.7%	?	5.8%	.	18.4µM*	-19.0%
Cc1ccc(-c2nc(S(=O)(=O)c3ccc(C)cc3)c(N3CCCCC3)o2)cc1	.	.	.	.	-5.9%	-14.1%	0.8%	-1.7%	-5.0%
O=C(Nc1ccccc1[N+](=O)[O-])c1csnn1	.	.	.	.	18.4%	13.1%	0.5%	4.7%	-0.2%
COC(=O)C1=CN(c2ccc(F)cc2)C=C(C(=O)OC)C1c1cccc(Br)c1	6.8%	23.1µM*	-0.6%	13.6%	-24.4%	-17.2%	1.0%	?	?
CCOC(=O)c1[nH]c(CSc2nnnn2-c2ccccc2C)c(C(=O)OCC)c1C	8.1%	2.5%	-2.3%	-0.1%	0.7%	-2.8%	-1.8%	-13.0%	0.0%
CCOc1ccc(C2=C(C=C(C#N)C#N)C(c3ccccc3)c3ccccc3O2)cc1 (stereo not given)	-3.7%	4.7%	-0.5%	-3.5%	6.31µM*	-0.7%	-12.3%	?	0.0%
O=C(NC1CCCC1)C(=O)N(Cc1cccnc1)C(C(=O)NC1CCCC1)c1ccco1 (stereo not given)	-1.5%	3.7%	9.9%	-14.3%	7.6%	10.8%	1.0%	-7.1%	-4.0%
O=C(COC(=O)c1cccs1)NCC1CCCO1 (stereo not given)	14.8%	-5.5%	14.0%	8.9%	15.4%	17.0%	13.4%	7.8%	-2.9%
COc1ccc(-c2ccc3c(c2)S(=O)(=O)c2cccc(C(=O)NCc4cccc(OC(F)(F)F)c4)c2C3=O)cc1OC	9.0%	10.2%	-2.4%	5.7%	6.5%	8.5%	5.6%	-11.0%	-1.8%
Cn1nc(C(F)(F)F)c(-c2cccc(C(F)(F)F)c2)c1NC(=O)c1cccnc1	-4.4%	17.1%	-6.2%	1.6%	?	3.0%	-3.5%	-19.3%	-8.4%
O=C(CN1C(=O)c2cccc3cccc(c23)C1=O)N1CCCCCC1	-1.8%	-1.8%	-17.5%	-3.5%[9.24 µM]	7.94µM*	-15.6%	-12.2%	?	-19.9%

No enrichment for hits. About 9.4% of those tested had a hit in this group.
